High-throughput results (PubChem BioAssay)
MITF primary – MITF inhibitors, primary screen, biochemical, AlphaScreen, human; Microphthalmia-associated transcription factor (Homo sapiens), O75030; inhibition, % at 2.6 µM; AlphaScreen MITF homodimerization, bead proximity signal; 0.91% of 650,000 active; in the data active means inhibition above about 50%;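 further: 0% = vehicle wells with protein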
Target sequence (O75030 whole entry, looked up): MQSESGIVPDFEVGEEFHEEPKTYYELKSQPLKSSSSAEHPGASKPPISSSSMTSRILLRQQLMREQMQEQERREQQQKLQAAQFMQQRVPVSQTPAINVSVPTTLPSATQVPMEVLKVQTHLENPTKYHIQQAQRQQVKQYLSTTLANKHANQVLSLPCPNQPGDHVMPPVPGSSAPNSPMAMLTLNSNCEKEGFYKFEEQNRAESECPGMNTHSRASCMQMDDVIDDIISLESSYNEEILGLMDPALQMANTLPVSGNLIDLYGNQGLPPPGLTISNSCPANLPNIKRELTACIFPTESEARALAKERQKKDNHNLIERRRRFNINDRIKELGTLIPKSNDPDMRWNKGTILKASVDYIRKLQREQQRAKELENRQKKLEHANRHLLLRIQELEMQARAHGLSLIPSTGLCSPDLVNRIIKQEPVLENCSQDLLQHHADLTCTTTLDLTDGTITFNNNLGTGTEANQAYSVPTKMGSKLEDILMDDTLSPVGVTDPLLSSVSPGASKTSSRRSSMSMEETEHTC
GPR151 activ – activators of human GPR151, primary screen, cell-based, PathHunter beta-arrestin, luminescence | G-protein coupled receptor 151 (Homo sapiens), Q8TDV0 | PathHunter beta-arrestin GPR151 cells | activation, % at 11.2 µM | 1% of 650,000 active | AID 1508602, 2020; in the data active means activation above about 4.9%;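 further: 0% = median of compound wells and 100% = cells with positive control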
Target sequence (Q8TDV0 whole entry, looked up): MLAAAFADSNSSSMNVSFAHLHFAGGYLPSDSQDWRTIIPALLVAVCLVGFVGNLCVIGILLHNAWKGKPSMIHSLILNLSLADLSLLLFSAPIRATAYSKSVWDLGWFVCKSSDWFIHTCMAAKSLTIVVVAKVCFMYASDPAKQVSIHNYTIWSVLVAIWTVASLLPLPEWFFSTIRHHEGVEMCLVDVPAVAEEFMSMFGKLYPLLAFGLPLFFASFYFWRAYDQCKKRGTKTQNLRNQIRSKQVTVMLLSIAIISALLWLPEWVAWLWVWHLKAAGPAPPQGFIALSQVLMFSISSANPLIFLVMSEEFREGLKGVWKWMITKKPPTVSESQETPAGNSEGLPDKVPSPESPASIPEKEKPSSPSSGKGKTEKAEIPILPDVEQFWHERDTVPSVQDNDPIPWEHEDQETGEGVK
TEAD-YAP block – TEAD-YAP interaction inhibition, primary screen, TEAD-YAP interaction inhibitor project, luminescence, HEK-TIYL cells. TEAD-Gal4/YAP UAS-luciferase luminescence. inhibition, % at 9.12 µM. 1.4% of 640,000 active. AID 1259422, 2018; in the data active means inhibition above about 32%;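 further: 0% = median of test compound wells and 100% = reference inhibitor wells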
FBW7 activator – FBW7 E3 ligase activators, primary screen, biochemical, AlphaScreen, human; AID 1259310, 2017; normalized activity (activation), % at 26.1 µM; AlphaScreen FBW7–phospho-cyclin E peptide binding, activator screen; F-box/WD repeat-containing protein 7 (Homo sapiens), Q969H0; 0.13% of 650,000 active; in the data active means normalized activity above about 1.9%;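 further: purified mutant Fbw7 with reduced substrate affinity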
An asterisk follows results filed as active; · = not tested or not shown; & = joins results of further samples. The order is random. Share with any hit: about 3.4%.

SMILES | MITF primary | GPR151 activ | TEAD-YAP block | FBW7 activator
CC1(C)CCC[C@]2(C)[C@H]3CC(=O)O[C@]3(C)CC[C@@H]12 | 12 | -0.1 | -12 | -0.1
CCOc1cc(C2C3=C(CCCC3=O)NC3=C2C(=O)CCC3)ccc1OCCO | 18 | -1.6 | -3 | 0.4
COc1ccc(/C=C/C(=O)NCCNC(=O)c2ccccc2)cc1OC | -11 | -2.0 | -10 | 0.0
COc1ccc(-n2c(SCC(=O)OCc3ccccc3)nc3ccsc3c2=O)cc1 | 3 | 1.6 | 3 | -0.1
O=C(NCCc1ccc(Cl)cc1)c1cc(S(=O)(=O)N2CCc3ccccc32)ccc1Sc1ccc(F)cc1 | 10 | 1.1 | 9 | -0.1
Cc1cc(=O)[nH]c(SCc2nc3ccccc3s2)n1 | 8 | -1.4 | -3 | -0.1
CCCOc1ccc(/C(O)=C2\C(=O)C(=O)N(c3nc(C)c(C(=O)OCC)s3)C2c2ccc(C)cc2)c(C)c1 (stereo not given) | 8 | 0.2 | -8 | -0.1
O=C(Nc1ncc(Cc2ccccc2Cl)s1)c1ccc(OCc2ccccc2)cc1 | 2 | -0.7 | 10 | 0.1
Cc1ccc(-n2cc(-c3ccccc3)c3c(NCc4ccco4)ncnc32)cc1 | 1 | -1.4 | -2 | 0.0
CC(C)(C)c1ccc(C(=O)Nc2nnc(Cc3ccccc3)s2)cc1 | 8 | 1.2 | 12 | 0.1
CCOc1ccc(NC(=O)C(=O)NC(C)(C)C)cc1 | 3 | -0.7 | -46 | 0.0
CS(=O)(=O)n1c(=O)oc2cc(Br)ccc21 | 13 | 1.2 | -2 | 0.1
Nc1ccc(NC(=O)NC2CCCCC2)cc1 | -4 | -0.2 | 11 | 0.2
COc1ccc(NC(=O)c2cc(Br)ccc2Cl)cc1Cl | -1 | -0.4 | -21 | -0.6
Cc1ccc(-c2ccc(/C=N/N=C3\NC(=O)C(CC(=O)O)S3)o2)c([N+](=O)[O-])c1 (stereo not given) | -1 | -1.6 | 0 | -0.1

The list goes on; the last six above are carried over.
SMILES | MITF primary | GPR151 activ | TEAD-YAP block | FBW7 activator
CC(C)(C)c1ccc(C(=O)Nc2nnc(Cc3ccccc3)s2)cc1 | 8 | 1.2 | 12 | 0.1
CCOc1ccc(NC(=O)C(=O)NC(C)(C)C)cc1 | 3 | -0.7 | -46 | 0.0
CS(=O)(=O)n1c(=O)oc2cc(Br)ccc21 | 13 | 1.2 | -2 | 0.1
Nc1ccc(NC(=O)NC2CCCCC2)cc1 | -4 | -0.2 | 11 | 0.2
COc1ccc(NC(=O)c2cc(Br)ccc2Cl)cc1Cl | -1 | -0.4 | -21 | -0.6
Cc1ccc(-c2ccc(/C=N/N=C3\NC(=O)C(CC(=O)O)S3)o2)c([N+](=O)[O-])c1 (stereo not given) | -1 | -1.6 | 0 | -0.1
C/C(=N/Nc1ccc(C(=O)O)cc1)c1nnc2cc(C)nn2c1C | 9 | 0.0 | 28 | 0.0
C=CCNC(=O)c1ccccc1NC(=O)c1ccc([N+](=O)[O-])cc1 | 8 | 1.1 | 11 | 0.0
O=C(c1ccc(F)cc1)n1nc(-c2ccccc2)nc1NCc1ccco1 | 2 | 1.5 | -46 | -0.1
COc1ccc(C(=O)NNC(=O)c2ccc(NC(=O)C(C)C)cc2)cc1Br | 17 | 0.7 | 2 | 0.5
COc1ccc(NC(=O)c2cc(C)ccc2C)cc1 | 23 | -2.9 | -13 | 0.9
Cc1ccc(OCC(=O)N/N=C/c2c(C)[nH]n(-c3ccccc3)c2=O)c(C)c1 | 10 | -0.1 | 10 | -0.1
CCOC(=O)c1nnn(CC(=O)Nc2ccccc2OCC)c1C(=O)OCC | 6 | 0.0 | -1 | 0.0
N#Cc1nc(COc2ccccc2)oc1N1CCOCC1 | 15 | -0.8 | -11 | -0.1
O=C(CCc1nc2sc3c(c2c(=O)[nH]1)CCCC3)NCc1ccccn1 | -4 | -1.7 | -16 | -0.3
CC(=O)c1ccc(OCC(O)CN2CCCCC2C)cc1 (stereo not given) | -22 | 5.2* | 0 | 0.1
O=C(NC1CCN(Cc2ccccc2)CC1)c1ccnc(Nc2ccncn2)c1 | 9 | 0.6 | 3 | 0.1
CC1CCN(C(=O)CSc2nnc(COc3ccc(Cl)cc3)o2)CC1 | 5 | 0.0 | 11 | 0.4
COc1cc(OC)c(NC(=O)C2=C(C)C(=O)OC23CCCCC3)cc1Cl | 13 | 0.3 | 6 | 0.0
COc1ccc(NC(=O)c2oc3ccccc3c2NC(=O)Cc2ccccc2)c(OC)c1 | 3 | 0.4 | -3 | 0.1
Cc1nc2cnc(-c3cccc(C(=O)NCCN(C)C)c3)cn2c1NC(=O)CC(C)C | 6 | 0.8 | -15 | -0.1
NCCNCCOCCSc1ccc(Cl)cc1 | 36 | 0.1 | 6 | 0.2
COc1cccc(C(=O)Nc2c3c(nn2-c2ccc(C)cc2)CS(=O)C3)c1OC (stereo not given) | 18 | 0.8 | -4 | 0.2
Oc1cccc(/C=N/NC(=S)N/N=C/c2cccc(O)c2O)c1O | 37 | 0.0 | -1 | -0.3
CCN1CC(CN(C)Cc2c(C(=O)N3CCCC3)nc3sccn23)CC1=O (stereo not given) | 15 | 1.2 | 7 | 0.1
CCOC(=O)CSc1nnc(-c2cccc(S(=O)(=O)N(CC)CC)c2)o1 | -13 | -2.8 | 0 | -0.1
CC(C)CCNC(=O)C(c1ccncc1)N(CCCO)C(=O)C1COc2ccccc2O1 (stereo not given) | -10 | 0.1 | -5 | 0.0
CC(=O)Nc1ccc(-c2nnn(CC(=O)c3ccccc3)n2)cc1Cl | 12 | -0.1 | -2 | 0.0
COc1ccc(CCNC(=O)c2ccc3nc(Nc4nc5ccccc5n4C)sc3c2)cc1 | 21 | 0.5 | -3 | 0.0
O=CNNC(=O)c1cccc([N+](=O)[O-])c1 | -11 | 0.1 | 4 | 0.0
COc1cccc(-n2c(SCC(=O)N3CCOCC3)nnc2-c2c[nH]c3ccccc23)c1 | 10 | -0.6 | -16 | 0.4
O=C1C(Cl)=C(Nc2cccc(O)c2)C(=O)N1c1ccc(Cl)cc1Cl | 10 | 0.9 | 31 | -0.1
CCc1ccccc1NC(=O)CN(c1ccc(C)cc1)S(=O)(=O)c1ccc(OC)cc1 | 11 | -1.9 | 6 | 0.2
COc1nc(NCc2ccccc2)nc(-c2cccc(N)c2)n1 | -7 | 0.3 | 5 | 0.1
O=C1CC(Nc2cccc([N+](=O)[O-])c2)C(=O)N1c1ccccc1C(F)(F)F (stereo not given) | 12 | -0.3 | 1 | 0.1
CCN(CC)S(=O)(=O)c1ccc2[nH]c3nc(SCC(=O)NC(C)(C)C)nnc3c2c1 | -8 | -1.5 | -9 | -0.1
CCOc1ccc(/C=C2/C(=O)NN(c3ccc(I)cc3)C2=O)cc1 | 10 | 0.3 | 6 | -0.1
Cc1csc(NC(=O)CSc2nc3[nH]ncc3c(=O)[nH]2)n1 | 15 | -0.6 | 18 | 0.3
CCOc1ccc(OC(=O)c2ccc(-c3ccc(CC)cn3)cc2)cc1 | -10 | 0.4 | 0 | 0.1
Cc1ccc(NCN2C(=O)CCC2=O)nc1 | 14 | -1.9 | -4 | 0.0
CN(C)c1ccc(NC(=O)Cn2cc3c(n2)CCCC3)cc1 | 7 | -0.2 | -1 | -0.1
CN(CC(=O)Nc1ccc(F)c(Cl)c1)S(=O)(=O)c1ccc(F)cc1 | -2 | 3.3 | -1 | 0.2
COc1cccc(Nc2nc(O)c(C3=c4ccccc4=NC3=O)s2)c1 | 16 | -3.2 | -5 | 0.2
CC(C)[C@@H](Cn1nc(C2CC2)ccc1=O)NC(=O)c1ccc(=O)[nH]n1 | 11 | 1.9 | 0 | 0.1
O=C(CSc1nnc(CNC(=O)c2ccco2)n1-c1ccc(F)cc1)Nc1nccs1 | 0 | 0.7 | 3 | 0.1
CCc1c(C)nc2ncnn2c1N1CCC(C(=O)NCc2ccco2)CC1 | 15 | 1.6 | 8 | 0.0
COC(=O)c1ccc(N2CCN(C)CC2)c(NC(=O)c2cccc(Cl)c2)c1 | -2 | 0.1 | -3 | 0.1
CCOC(=O)c1cnc2c(C)c(Cl)ccc2c1Nc1ccc(C)c(Cl)c1 | 5 | 2.5 | 3 | 0.4
Cc1ccc(-c2cc(N)n(S(=O)(=O)c3ccc([N+](=O)[O-])cc3)n2)cc1 | 3 | 0.0 | 4 | -0.2
O=C(CCCN1C(=O)S/C(=C/C=C/c2ccccc2)C1=O)Nc1ccc(C(=O)O)cc1 | 11 | 0.7 | -4 | -0.1
CCOC(=O)C1=C(c2ccccc2)N=c2s/c(=C\c3ccc(C)cc3)c(=O)n2C1c1cccs1 (stereo not given) | -11 | 0.4 | -6 | -0.1
Cc1cccc(NC(=O)c2snc3c(=O)[nH]cnc23)c1 | 14 | -2.7 | 3 | 0.2
COc1ccc(C2C(C(C)=O)=C(C)N=c3s/c(=C/c4ccc(-c5ccc(Cl)c(Cl)c5)o4)c(=O)n32)cc1 (stereo not given) | -2 | -1.7 | -7 | 0.0
CCN(CC)c1ccc2cc(-c3nnc(Nc4cc(Cl)ccc4OC)s3)c(=O)oc2c1 | 10 | -0.6 | 6 | -0.1
COc1ccc(NC(=O)C2=C(C)NC(=S)NC2c2c(OC)ccc3ccccc23)c(OC)c1 (stereo not given) | 25 | 1.7 | 1 | 0.3
O=C(O)C1CCCc2c1[nH]c1ccc(Cl)cc21 (stereo not given) | 12 | 1.7 | 1 | 0.0
CC1=C(C(=O)N2CCOCC2)C(c2ccccc2Cl)C2=C(CCCC2=O)N1 (stereo not given) | 10 | 0.2 | 4 | 0.3
CC1CCN(CCNC(=O)c2ccc3c(c2)NC(=O)c2ccccc2N3)CC1 | -6 | 1.3 | -9 | -0.1
Cc1cc(NC(=O)CSc2nnnn2Cc2ccccc2)no1 | -11 | -0.3 | -2 | 0.0
O=C(CCCN1C(=O)c2cccc3cccc(c23)C1=O)OCC(=O)c1cccc([N+](=O)[O-])c1 | 26 | -0.7 | 15 | -0.1
Cn1cccc1/C=C(/NC(=O)c1ccccc1)C(=O)NCCCO | -1 | -0.3 | -1 | 0.0
C=CCSc1nnc(NC(=O)Cc2c(F)cccc2Cl)s1 | 0 | 1.4 | -12 | -0.1
CCCSc1nc(N2CCCC2)c2c(c1C#N)CC(C)(C)OC2 | 7 | 0.8 | 3 | -0.1
COc1ccc(Nc2nc(-c3cc(OC)c(OC)c(OC)c3)nc3ccccc23)c(OC)c1 | -58 | 0.2 | 16 | 0.1
COc1cc(/C=c2\sc3n(c2=O)C(c2c(OC)ccc4ccccc24)C(C(C)=O)=C(C)N=3)cc(OC)c1OC (stereo not given) | -17 | 0.0 | -6 | 0.0
C/C(=N\Nc1ccccn1)c1ccc(S(=O)(=O)NCc2ccco2)cc1 | -1 | -0.1 | -17 | -0.5
Next compounds follow.
SMILES | MITF primary | GPR151 activ | TEAD-YAP block | FBW7 activator
Nc1nc2ccc(S(N)(=O)=O)cc2s1 | -6 | -0.3 | -7 | -0.1
COC1(C)COC(=O)[C@H](C)NC(=O)[C@@H](C)COC(=O)[C@@H](C)NC(=O)C/C=C/[C@@H]1C (stereo not given in full) | 3 | -1.8 | · | -0.2
Cc1cccc(C(=O)N2CCN3C(=O)[C@H](Cc4ccccc4)NC(=O)[C@H]3C2)c1 | -7 | -1.4 | 9 | -0.1
CCCCCCSC1=C(C#N)C(c2ccc(F)cc2)CC(=O)N1 (stereo not given) | 1 | 2.1 | 2 | 0.1
Cn1c(=O)[nH]c(=O)c2c1nc(N/N=C/C=C/c1ccccc1)n2CCc1ccccc1 | -4 | 4.5 | 1 | 0.1
Cc1c(Cl)cccc1-n1c(C)c(C)n2c3c(=O)n(CC(N)=O)c(=O)n(C)c3nc12 | -3 | 0.5 | 2 | 0.1
CCOc1ccc(-c2[nH]nc3c2C(c2ccc4c(c2)OCO4)C(C#N)=C(N)O3)cc1OC (stereo not given) | 15 | -1.0 | 2 | -0.2
Cc1cc(C)nc(/N=C(\N)N2CCc3ccccc3C2)n1 | -4&-5 | -1.4&0.3 | 11&1 | 0.1&0.1
Nc1cc(OC(=O)/C=C\c2ccccc2)nn1S(=O)(=O)c1ccc(F)cc1 | 0 | 0.4 | 3 | -0.1
O=c1c2ccccc2c2ccccc2c(=O)n1-c1ccccc1I | 6 | 1.2 | 5 | 0.0
COc1cc(NC(=O)c2nn(-c3ccc(Cl)cc3)c(=O)c3ccccc23)cc(OC)c1OC | 10 | -0.9 | -7 | 0.0
Cc1ccc2cc(CN(CCN3CCOCC3)C(=O)NCc3ccccc3)c(=O)[nH]c2c1 | 0 | -1.3 | -6 | 0.2
Cc1cccc(CN2CCc3nnc(C(NS(C)(=O)=O)C(C)C)n3CC2)c1 (stereo not given) | 6 | -0.4 | -6 | 0.0

A portion from the list above, for reference:
SMILES | MITF primary | GPR151 activ | TEAD-YAP block | FBW7 activator
O=c1c2ccccc2c2ccccc2c(=O)n1-c1ccccc1I | 6 | 1.2 | 5 | 0.0
COc1cc(NC(=O)c2nn(-c3ccc(Cl)cc3)c(=O)c3ccccc23)cc(OC)c1OC | 10 | -0.9 | -7 | 0.0
Cc1ccc2cc(CN(CCN3CCOCC3)C(=O)NCc3ccccc3)c(=O)[nH]c2c1 | 0 | -1.3 | -6 | 0.2
Cc1cccc(CN2CCc3nnc(C(NS(C)(=O)=O)C(C)C)n3CC2)c1 (stereo not given) | 6 | -0.4 | -6 | 0.0
